From PubChem
GRP78 ERSR act = qHTS for Inducers of the Endoplasmic Reticulum Stress Response (ERSR) in Human Glioma: qHTS | Potency, µM, inactives show top-dose activation, hits mostly activators | U87-MG GRP78 promoter luciferase reporter, 16 h | AID 602332, 2012 | actives 0.02% (n = 420,000); further: potency means the concentration at half of the fitted maximal effect; series mostly up to about 76 µM; % of control where 0% means no effect; nearly all actives have a fitted effect of over 35% in size
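Stably transfected U87-MG human glioma cells carrying a GRP78-based luminescent sensor were seeded at 1000 cells/well, pin-dosed with compounds and incubated 16 h. Luciferase reagent was then added, and end-point luminescence was read after 10 min at room temperature.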
Pol beta inh = qHTS Assay for Inhibitors of DNA Polymerase Beta. P06746. Pol beta primer extension/strand displacement, fluorescence kinetic. Potency, µM (top dose mostly 114 µM), without a hit: at the highest dose activity change, negative = inhibition, actives largely listed as inhibitors. actives 1.3% (n = 340,000). AID 485314, 2010; further: potency means the concentration at half of the fitted maximal effect; on the % scale 0 is the no-effect control and ±100 the full control effect
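10 nM enzyme + cpd, 15 min RT; start with substrate 50 nM final; read 0 min and after 10 min RT. Corrected, normalized data; 4-parameter Hill curve fit.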
APE1 inh = qHTS Assay for Inhibitors of the Human Apurinic/apyrimidinic Endonuclease 1 (APE1); recombinant APE1, TAMRA/BHQ-2 abasic DNA cleavage fluorescence; Potency, µM (titrated, usually from 65.8 µM), for the others: top-dose activity change, negative = inhibition, hits mostly inhibitors; DNA repair nuclease/redox regulator APEX1 (Homo sapiens), P27695; actives 0.35% (n = 350,000);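 further: potency means the concentration at half of the fitted maximal effect; plate controls were vehicle for no effect and reference inhibitor for full effect; nearly all actives have a fitted effect of over 55% in size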
Target sequence (P27695 whole entry, looked up): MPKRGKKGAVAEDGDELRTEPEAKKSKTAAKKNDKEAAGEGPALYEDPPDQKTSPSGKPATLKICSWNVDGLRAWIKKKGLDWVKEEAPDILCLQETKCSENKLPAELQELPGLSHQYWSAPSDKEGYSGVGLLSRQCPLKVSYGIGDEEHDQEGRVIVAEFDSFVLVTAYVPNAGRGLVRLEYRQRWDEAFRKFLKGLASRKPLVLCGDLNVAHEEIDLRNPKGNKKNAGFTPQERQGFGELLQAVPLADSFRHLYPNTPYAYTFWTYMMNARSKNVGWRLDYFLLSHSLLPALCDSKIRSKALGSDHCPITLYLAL
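Kinetic fluorescence read (525 ex/598 em nm, three reads 60 s apart) of AP-site incision; signal = third minus first read. Enzyme 0.75 nM, dual-labelled THF duplex 50 nM, compound preincubation 15 min RT.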
Pol kappa inh = qHTS for Inhibitors of Polymerase Kappa; DNA polymerase kappa (Homo sapiens), Q9UBT6; purified Pol kappa, fluorescent DNA synthesis assay, 10 min; Potency, µM (series often up to 107 µM), without a hit: at the highest dose activity, negative = inhibition, most hits filed as inhibitors; actives 0.53% (n = 400,000); AID 588579, 2011; further: potency means the concentration at half of the fitted maximal effect; on the % scale 0 is the no-effect control and ±100 the full control effect
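50 nM final substrate added after 15 min RT preincubation of 10 nM Pol kappa with compound; fluorescence read at 0 and 10 min.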
LDHA inh = qHTS assay for inhibitors of human lactate dehydrogenase; L-lactate dehydrogenase A chain (Homo sapiens), P00338; purified LDHA, NADH/diaphorase-resazurin fluorescence; stronger effect = lower value; activity change, % (values are at about 110 or 230 µM); actives 0.15% (n = 480,000); in the data active means activity change below about -30%; inconclusive means mostly about -25% to -30%;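 further: plate controls were DMSO wells for no effect and wells without enzyme for full effect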
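Remaining NADH was detected by diaphorase (0.133 mg/mL) converting 37 µM resazurin to fluorescent resorufin, read at 0 and 20 minutes. The preceding 5-minute room-temperature reaction used 2 nM LDHA, 0.2 mM sodium pyruvate and 0.06 mM NADH at pH 7.4.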
Pol eta inh = qHTS for Inhibitors of Polymerase Eta; actives 1.2% (n = 390,000); Potency, µM (highest dose often 114 µM), without a hit: top-dose activity change, negative = inhibition, usual class: inhibitors; recombinant Pol eta, fluorescent DNA replication assay; further: potency means the concentration at half of the fitted maximal effect; on the % scale 0 is the no-effect control and ±100 the full control effect
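Pol eta at 10 nM preincubated with compounds 15 min at room temperature; reaction started with fluorescent substrate (50 nM final) and read kinetically at 0 and 10 min.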
Anesthetic bind = qHTS Assay for Identification of Novel General Anesthetics. Ferritin light chain (Equus caballus), P02791. AID 485281, 2010. actives 0.074% (n = 350,000). apoferritin/1-aminoanthracene competitive binding, fluorescence. Potency, µM (doses to about 77.5 µM), for inactives: top-dose activity change, negative = displacement, actives largely listed as inhibitors; further: potency means the concentration at half of the fitted maximal effect; on the % scale 0 is the no-effect control and ±100 the full control effect; nearly all actives have a fitted effect of over 20% in size
Target sequence (P02791 2-175 limits assumed): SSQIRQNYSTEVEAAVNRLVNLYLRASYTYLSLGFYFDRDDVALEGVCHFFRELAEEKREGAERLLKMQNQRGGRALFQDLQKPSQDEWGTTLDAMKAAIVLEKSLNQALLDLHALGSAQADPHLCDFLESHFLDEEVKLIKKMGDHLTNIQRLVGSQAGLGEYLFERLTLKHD
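Probe: 1-aminoanthracene (50% saturated, PBS). Protein: horse-spleen apoferritin, 10 uM. Incubation: 10 min, room temperature. Detection: 380 nm excitation, 535 nm emission. Analysis: normalized response, four-parameter Hill.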
BLM inh = qHTS Assay for Inhibitors of Bloom's syndrome helicase (BLM); actives 0.2% (n = 350,000); recombinant BLM DNA unwinding, fluorescence dequenching; Potency, µM (highest dose often 56.1 µM), without a hit: top-dose activity change, negative = inhibition, most hits filed as inhibitors; RecQ-like DNA helicase BLM (Homo sapiens), P54132;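 further: potency means the concentration at half of the fitted maximal effect; plate controls were vehicle for no effect and no enzyme for full effect; nearly all actives have a fitted effect of over 35% in size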
POLI inh = qHTS for Inhibitors of Polymerase Iota. Pol iota fluorescent replication assay, 10 min. actives 1% (n = 390,000). Potency, µM (doses to about 115 µM), without a hit: top-dose activity, negative = inhibition, usual class: inhibitors. DNA polymerase iota (Homo sapiens), Q9UNA4; further: potency means the concentration at half of the fitted maximal effect
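Pol iota at 10 nM preincubated 15 min with compounds at room temperature; reaction started with fluorescent substrate, 50 nM final. Fluorescence read kinetically at 0 and 10 min; buffer-only wells as negative control.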
Numbers without * were called inactive; ? = inconclusive; nt = not tested or not shown; & = joins results of further samples; [ ] = remark or other dose. Unless noted, the call rests on the fitted dose curve; in most records, active means well fitted curve in the direction sought with a large enough effect; inconclusive means small, poorly fitted or top-dose-only effect, or another doubt; inactive means no such curve, though single readings can be large; an effect the other way counts as inactive or inconclusive. These rows are one share of the data. The share of hits here may be higher or lower than overall.

SMILES	GRP78 ERSR act	Pol beta inh	APE1 inh	Pol kappa inh	LDHA inh	Pol eta inh	Anesthetic bind	BLM inh	POLI inh
O=[N+]([O-])c1cc(/C=N/N/C(=N/c2ccccn2)c2ccccn2)ccc1O	4.8%	-7.0%	-1.3%	2.3%	4.0	-22.4%	-20.3%	0.1%	70.8%[activator]
Cn1cnnc1SCC(=O)NCc1ccccc1	-2.4%	16.2%	4.3%	2.4%	-2.8	-10.3%	-5.8%	-3.1%	145.6%[activator]
OCc1nc2nc(Cl)c(Cl)nc2[nH]1	-1.6%	10.6%	1.3%	2.3%	-1.5	7.1%	-0.4%	-4.0%	-15.9%
CNc1ncnc2sc(-c3ccccc3)cc12	3.2%	-14.1%	6.8%	-9.6%	0.3	-25.4%	-2.3%	3.6%	78.1%[activator]
Cc1ccc2[nH]c(=O)c3cc(C(=O)N(C)c4ccccc4C)sc3c2c1	-3.8%	0.4%	0.3%	6.4%	-2.7	-14.0%	-10.6%	-3.8%	15.2%
CCOC(=O)c1nn(-c2ccc(OCC)cc2)c2nc(-c3ccco3)c(C#N)c(=O)n12	-1.9%	-1.9%	0.8%	-1.1%	-4.6	-12.0%	-8.5%	0.3%	5.6%
CC(=O)c1ccc(NC(=O)c2cc(-c3ccc4c(c3)OCO4)on2)cc1	1.5%	17.3%	nt	-1.3%	-6.8	-4.9%	-2.6%	-4.0%	3.5%
NNC(=O)C(=O)NCCCN1CCOCC1	-2.7%	-4.4%	1.5%	-19.3%	-0.8	-6.6%	-4.2%	-1.7%	50.1%[activator]
COc1ccc(NC(=O)CSc2n[nH]c(=O)n2C2CC2)cc1OC	-3.1%	nt	7.5%	-9.3%	-0.8	-1.5%	nt	nt	-16.0%
CN1CCN(C(=O)c2ccc(S(=O)(=O)Nc3ccccc3)cc2)CC1	-4.2%	nt	21.0%	-4.4%	-5.6	2.3%	nt	nt	15.5%
Cc1ccc(C(CNC(=O)C(=O)Nc2ccc3c(c2)OCCO3)N2CCN(C)CC2)cc1 (centres undefined)	-3.9%	nt	0.2%	-3.6%	0.0	-22.7%	nt	nt	14.7%
O=C(NCC(c1cccs1)S(=O)(=O)c1cccs1)c1cccc(F)c1 (centres undefined)	-0.7%	14.0%	nt	-11.0%[60.1 µM]	-4.1	-3.7%	-3.1%	2.7%	?
CCOc1ccc(S(=O)(=O)NCCC(=O)OCC(=O)c2ccc(NC(C)=O)cc2)cc1	-1.4%	nt	11.4%	-19.4%	-5.7	?	nt	nt	36.0%[activator]
COc1ccc(S(=O)(=O)N(C)c2ccc(C(=O)N3CCC(C(N)=O)CC3)cc2)cc1OC	-1.4%	18.4%	6.9%	-7.0%	2.7	-3.5%	1.6%	-1.3%	16.5%
Cc1ccc(C(=O)NCc2ccc(N(C)C)cc2)cc1NC(=O)c1nsc2ccccc12	-0.1%	-16.1%	nt	-15.4%[60.1 µM]	-4.3	4.0%	59.5%[activator]	-4.2%	-14.8%
C=C(C(=O)c1ccccc1)C(CC(=O)c1ccccc1)c1ccccc1 (centres undefined)	-12.3%	21.8%	-0.8%	-3.6%	-0.4	-5.5%	-9.8%	-10.4%	-7.9%
CCCCCC(=O)Nc1ccc(N2CCN(C(=O)c3ccccc3)CC2)cc1	-2.2%	-2.1%	13.3%	-3.4%	-1.0	-12.0%	-9.0%	-7.9%	10.4%
O=C(NCc1ccco1)c1cnn2c(C(F)F)cc(-c3ccccc3)nc12	-0.3%	15.8%	-0.4%	-13.8%	-3.4	-6.8%	-17.8%	-0.3%	10.8%
CCOC(=O)N1CCC(NC(=O)CS(=O)Cc2nc(-c3ccc(OC)c(OC)c3)oc2C)CC1 (centres undefined)	-1.3%	-0.4%	18.0%	-1.2%	4.0	-17.2%	-5.2%	0.1%	28.6%
COC(=O)C(Cc1ccc(O)cc1)NC(=O)Cn1cc(C)c(=O)[nH]c1=O (centres undefined)	-2.3%	nt	nt	-6.3%	-4.8	-3.5%	nt	nt	3.5%
CC(Sc1nncs1)C(=O)Nc1ccc2c(c1)OCCO2 (centres undefined)	5.1%	nt	23.2%	-1.2%	-3.4	3.4%	nt	nt	32.3%[activator]
COc1ccc(CN2CCC(=O)N([C@H](CO)CC(C)C)CC2)cc1OC	-4.6%&-3.9%	10.1%	24.7%	16.3%&-16.9%	2.9	-3.5%	-9.4%	-2.2%	7.5%&17.3%
c1ccc2oc(SCc3nc4ccccc4s3)nc2c1	-9.1%	-0.2%	8.5%	2.6%	-0.3	-18.5%	?	-3.1%	?
O=C(Cn1cnc2c(nnn2-c2cccc(Cl)c2)c1=O)N1CCOCC1	-2.4%	-2.0%	-5.0%	-6.9%	-4.8	-5.8%	7.1%	2.6%	11.0%
Cc1nc2ccc(S(=O)(=O)N(C)CC(=O)N3CCc4ccccc43)cc2s1	2.7%	-4.4%	-2.2%	-7.8%	-3.5	-7.7%	?	5.6%	5.7%
Cc1cccc(C(=O)Nc2ccc(C(=O)Nc3ccc(O)cc3)cc2)c1	-2.7%	-28.5%	-13.2%	-12.8%	-4.4	-2.8%	0.2%	-4.4%	-1.7%
CCSc1ccccc1-c1nc(-c2ccncc2)no1	6.0%	1.1%	43.3%[activator]	-5.1%	-3.5	-4.6%	-6.1%	-1.4%	-14.3%
Clc1ccc(Cc2ccc(Cl)nn2)c(Cl)c1	-2.2%	5.6%	-6.9%	-3.0%	-8.1	-11.9%	?	-2.7%	1.1%
O=C(CCCc1cccs1)Nc1ccc2c(c1)OCO2	-3.8%	1.4%	17.0%	-1.4%	1.7	-10.3%	?	-6.0%	-1.2%
COc1ccc(C(=O)c2c[nH]c(C(=O)N=CN(C)C)c2)cc1	-1.9%	?	3.9%	-3.0%	-4.0	-12.2%	-5.5%	-3.5%	32.7%[activator]
O=C(Nc1ccc(N2CCCC2=O)cc1)c1cncc(Br)c1	-0.5%	35.2%	4.0%	-5.0%	2.3	-11.0%	0.1%	-1.5%	4.5%
CC1CCCN(C(=O)c2ccc(Br)c(S(=O)(=O)N3CCOCC3)c2)C1 (centres undefined)	-4.0%	nt	13.2%	0.9%	-3.3	-16.6%	nt	nt	4.9%
Cc1ccc(OCCN2C(=O)c3ccccc3C2=O)cc1	3.7%	-1.1%	0.6%	-3.6%	-1.8	-10.5%	-23.4%	-0.3%	0.0%
CCOC(=O)Cn1c(=O)cc(C(F)(F)C(F)(F)F)c2c(C)nn(CC)c21	-1.1%	12.2%	nt	5.6%	0.4	-13.4%	-18.5%	-5.3%	2.5%
NC(=O)c1ncn([C@@H]2O[C@H](CNCc3ccc(-c4cc(C(F)(F)F)ccc4Cl)o3)[C@@H](O)[C@H]2O)n1	-1.1%	nt	nt	-9.8%	-9.7	-2.3%	nt	nt	?
COc1ccc(NC(=O)[C@H](COCc2ccccc2)NC(=O)OC(C)(C)C)cc1	-2.4%	-2.4%	-0.9%	-8.1%	-8.8	-12.0%	-12.6%	-7.4%	5.8%
O=C1CC2(CCCCC2)Oc2ccc(Cl)cc21	-4.5%	nt	nt	0.0%	-5.3	-7.9%	nt	nt	4.4%
COc1cc(OC)c(NC(=O)Cc2ccc(-n3c(C)nc4cccnc43)cc2)cc1Cl	-3.6%	6.5%	nt	-2.8%	-7.2	-15.9%	-3.1%	-1.4%	5.5%
O=C(CNc1ccccc1)N/N=C/c1cc([N+](=O)[O-])ccc1N1CCCC1	-2.4%	10.2%	-2.1%	-20.3%	-5.3	?	?	-3.7%	15.0%
COC(=O)C(C(=O)Nc1cc(C)on1)C1CCCCCC1 (centres undefined)	-4.4%	5.3%	-2.3%	-12.8%	-2.1	-20.1%	-10.8%	1.7%	-7.4%
Cc1ccc(CSCCC(=O)NCCc2ccc(Cl)cc2)cc1	-0.2%	0.0%	7.1%	-7.2%	-6.7	-1.5%	-11.1%	3.9%	9.0%
Clc1ccc(CN2CCN(/N=C/c3ccco3)CC2)cc1	0.4%	-10.2%	-3.4%	-2.7%	-4.0	-20.6%	-5.4%	-5.2%	89.2%[activator]
COC(=O)CN1C(=O)COc2ccc(S(=O)(=O)NCc3ccc(Cl)cc3)cc21	1.0%	36.6%	2.9%	3.4%	-11.0	-2.8%	-8.2%	-1.6%	14.8%
CC(C)Cn1c(=O)c2ccccc2n2c(CCC(=O)Nc3ccc(F)cc3)nnc12	-0.9%	41.3%	nt	4.1%	-13.2	-13.5%	-1.0%	-3.9%	23.1%
Cc1ccc(-c2cc(C(=O)Nc3nccs3)c3ccccc3n2)c(C)c1	-5.4%	-2.4%	21.3%	-12.7%	-4.7	-22.6%	-17.6%	-15.9%	4.4%
COC(=O)c1c(-c2cccs2)csc1NC(=O)COc1ccc(C(C)(C)C)cc1	-1.1%	-6.5%	nt	-10.0%	8.6	-10.5%	7.6%	-11.8%	4.6%
CCCN1C2CCCC1CC(NC(=O)c1ccc(C(C)(C)C)cc1)C2 (centres undefined)	-3.1%	9.6%	25.2%	-4.6%	-6.6	-11.2%	-14.6%	0.8%	19.4%

Arranged by value in Pol eta inh (ascending): some entries from above.
smiles | APE1 inh | Pol kappa inh | LDHA inh | Pol eta inh | BLM inh | POLI inh
COc1cc(OC)c(NC(=O)Cc2ccc(-n3c(C)nc4cccnc43)cc2)cc1Cl | nt | -2.8% | -7.2 | -15.9% | -1.4% | 5.5%
CC(C)Cn1c(=O)c2ccccc2n2c(CCC(=O)Nc3ccc(F)cc3)nnc12 | nt | 4.1% | -13.2 | -13.5% | -3.9% | 23.1%
COC(=O)c1c(-c2cccs2)csc1NC(=O)COc1ccc(C(C)(C)C)cc1 | nt | -10.0% | 8.6 | -10.5% | -11.8% | 4.6%
